# High-throughput results: PubChem BioAssay, National Center for Advancing Translational Sciences (NCATS)
# 12-LOX inh = ALOX12 (human) lipoxygenase inhibition; purified 12hLO, xylenol orange hydroperoxide absorbance; 1.1% of 580,000 active; P18054; Potency, µM (highest dose often 108 µM), inactives show at the top dose activity change, negative = inhibition, hits mostly inhibitors; active = well fitted inhibition curve with a large enough effect; inconclusive = small, poorly fitted or top-dose-only effect, or another doubt; inactive = no such curve, though single readings can be large or run the other way; also: potency is read from the fitted curve at half-maximal effect
# Target sequence (P18054 whole entry, looked up): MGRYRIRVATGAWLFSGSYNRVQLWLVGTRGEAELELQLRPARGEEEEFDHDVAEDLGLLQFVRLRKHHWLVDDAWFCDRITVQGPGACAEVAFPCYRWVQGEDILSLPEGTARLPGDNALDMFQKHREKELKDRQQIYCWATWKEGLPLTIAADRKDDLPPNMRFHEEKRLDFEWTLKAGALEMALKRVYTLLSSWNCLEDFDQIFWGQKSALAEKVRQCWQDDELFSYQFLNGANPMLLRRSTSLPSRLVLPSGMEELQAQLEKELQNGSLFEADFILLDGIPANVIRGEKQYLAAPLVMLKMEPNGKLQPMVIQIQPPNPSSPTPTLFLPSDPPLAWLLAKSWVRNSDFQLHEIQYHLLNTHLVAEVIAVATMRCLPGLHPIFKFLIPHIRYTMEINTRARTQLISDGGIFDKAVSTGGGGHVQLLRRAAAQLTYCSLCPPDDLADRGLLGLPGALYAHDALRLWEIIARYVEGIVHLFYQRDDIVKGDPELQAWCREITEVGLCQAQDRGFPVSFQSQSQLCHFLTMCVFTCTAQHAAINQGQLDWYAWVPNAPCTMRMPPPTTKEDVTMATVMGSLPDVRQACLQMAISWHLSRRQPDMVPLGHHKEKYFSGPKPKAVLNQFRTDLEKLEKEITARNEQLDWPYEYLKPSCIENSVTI
#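 Purified human 12hLO at 150 nM in 25 mM Hepes, 0.01% Triton X-100, pH 7.0, preincubated 15 min at room temperature with compound. Reaction started with 40 uM arachidonic acid, 30 min at room temperature. Hydroperoxide measured by Fe-xylenol orange, 573/405 nm absorbance ratio.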
# LDHA inh = LDHA (human) enzyme inhibition; purified LDHA, NADH/diaphorase-resazurin fluorescence; active compounds read low; activity change, % (values are at about 110 or 230 µM); 0.15% of 480,000 active; AID 1347041; in the data active = activity change below about -30%; inconclusive = mostly about -25% to -30%;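 also: plate controls were DMSO wells for no effect and wells without enzyme for full effect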
#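 Remaining NADH was detected by diaphorase (0.133 mg/mL) converting 37 µM resazurin to fluorescent resorufin, read at 0 and 20 minutes. The preceding 5-minute room-temperature reaction used 2 nM LDHA, 0.2 mM sodium pyruvate and 0.06 mM NADH at pH 7.4.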
# Starred values were filed as active, the others as inactive; u = inconclusive; & = joins results of further samples. Unless noted, % is scaled to controls: 0 for no effect and ±100 for the full control effect. Only part of the results is shown. The share of hits here may be higher or lower than overall.
# Start of the data: the first 5 compounds as a preview:
12-LOX inh | LDHA inh | structure
-11% | 1 | COc1ccc(C(O)(CN)C(F)(F)F)cc1OC (configuration not stated)
u | 10 | CC1CCc2c(sc(NC(=O)CC(C)(C)C)c2C#N)C1 (configuration not stated)
5% | 1 | COC(=O)c1ccc(C)c(NC(=O)COc2ccc3c(C)cc(=O)oc3c2)c1
3% | -7 | CCN(CC)S(=O)(=O)c1ccc2c(c1)c(=O)n(CC(=O)N1CCCCCC1)c(=O)n2C
0% | 6 | Cc1ccc(NC(=O)C2(C)CCN2C(=O)Cc2ccccc2Cl)cc1C (configuration not stated)

# Results (from the top)
12-LOX inh | LDHA inh | structure
-11% | 1 | COc1ccc(C(O)(CN)C(F)(F)F)cc1OC (configuration not stated)
u | 10 | CC1CCc2c(sc(NC(=O)CC(C)(C)C)c2C#N)C1 (configuration not stated)
5% | 1 | COC(=O)c1ccc(C)c(NC(=O)COc2ccc3c(C)cc(=O)oc3c2)c1
3% | -7 | CCN(CC)S(=O)(=O)c1ccc2c(c1)c(=O)n(CC(=O)N1CCCCCC1)c(=O)n2C
0% | 6 | Cc1ccc(NC(=O)C2(C)CCN2C(=O)Cc2ccccc2Cl)cc1C (configuration not stated)
-12% | -1 | CCCCCn1nc(C(=O)Nc2ccc(C(C)=O)cc2)c2ccccc2c1=O
-16% | -5 | COCCCn1cc(CN2CC(N3CCCC3)CS2(=O)=O)nn1 (configuration not stated)
-2% | -12 | O=C(CSc1nnc2c3c4c(sc3ncn12)CCCC4)Nc1ccc(Br)cc1
11% | 10 | NC(=O)c1ccsc1NC(=O)COC(=O)c1cc(Cl)ccc1Cl
-2% | -5 | COc1nc(C(=O)N2CCN(CC(F)(F)F)CC2)cc2ccccc12
-35% | 1 | CC(C)(C)NC(=O)CC1(C(=O)NCc2ccc(F)cc2)CCCC1
-22% | -3 | Nc1nc2ccc(Cl)cc2cc1C(=O)NCCc1ccc(O)cc1
7% | 1 | CC1CCCCN1CC(=O)N(C)CC(=O)Nc1ccc(Cl)c(C(F)(F)F)c1 (configuration not stated)
-7% | 5 | CC(C)(C)NC(=O)C(c1ccc(C#N)cc1)n1c(=O)c(-c2ccccc2)nc2ccccc21 (configuration not stated)
6% | u | CCSc1nn(C(C)C)c2nc3c(c(=O)n12)C(C)(CC)Cc1ccccc1-3 (configuration not stated)

# Reformatted: results already given.
Structure | 12-LOX inh | LDHA inh
COc1ccc(C(O)(CN)C(F)(F)F)cc1OC (configuration not stated) | -11% | 1
CC1CCc2c(sc(NC(=O)CC(C)(C)C)c2C#N)C1 (configuration not stated) | u | 10

# Later entries
12-LOX inh | LDHA inh | structure
23% | 1 | CCC(C)NC(=O)c1ccc(CNC(=O)NC(C)C)cc1 (configuration not stated)
4% | -4 | CSc1ccc(/C=C(\C#N)C(N)=O)cc1
48% | 19 | CCOCCCNC(=O)/C=C/c1ccc(OC)cc1
u | 6 | COc1ccc(CCNC(=O)Cc2c(C)c3c(OC)cc(OC)cc3oc2=O)cc1
21% | 9 | CN(Cc1nc(-c2ccccc2Cl)no1)C(=O)COc1ccc2ccccc2c1Br
u | -1 | Cc1ccccc1CN1CCC(N2CCCCCC2)CC1
-12% | -3 | Cc1cccc(-c2ocnc2C(=O)Nc2cc(C)ccc2C)c1
5% | 11 | Cc1noc(C)c1Cn1c(=O)c2c(ncn2CCC(C)C)n(Cc2ccccc2)c1=O
-14% | -2 | Cn1nc(C(=O)OCC(=O)NC(=O)c2ccc(OC(F)F)cc2)c2ccccc2c1=O
6% | -4 | CC1(C(=O)NS(=O)(=O)c2ccc(C#N)cc2)CCN1C(=O)c1ccccc1CCc1ccccc1 (configuration not stated)
-4% | 1 | CC(=O)Oc1ccccc1Cn1c(C)c(C(=O)NCc2ccccc2C(F)(F)F)sc1=O
4% | -2 | COC(=O)C1=C(C)NC(=O)C1(NC(=O)c1ccccc1F)C(F)(F)F (configuration not stated)
0% | -7 | CCOc1cc(S(=O)(=O)N2CCN(CCO)CC2)ccc1Cl
-22% | 0 | COC(=O)CSc1nc(N2CCCC2)c2c(c1C#N)CCCC2
-2% | 9 | COc1nc2ccccc2nc1N1CCC(C(=O)Nc2cccc(F)c2)CC1

12-LOX inh | LDHA inh | structure
2% | 9 | COc1ccc(-c2ocnc2C(=O)Nc2ccc(C)cc2)cc1
u | 7 | CN(c1cc2c(c3c1ccn3C)C1CCC2O1)C1CCCCC1 (configuration not stated)
9% | 0 | CSc1ccc(/C=C/c2nc(-c3ccc(F)cc3)cs2)cc1
u | -1 | CC(NC(=O)Cn1c(=O)c2c(ncn2C2CCCC2)n(Cc2ccccc2)c1=O)c1cccs1 (configuration not stated)
10% | 1 | CCOc1cccc(C(=O)Nc2cccc3ccc(C)nc23)c1
2% | 0 | COC(=O)C1=CN(c2ccc(N3CCOCC3)cc2)C(N)=C(C#N)C1c1cccc(OC)c1OC (configuration not stated)
21% | 0 | CS(=O)(=O)c1cccc(C(=O)OCc2ccc(F)cc2)c1
u | -5 | CCOc1ccc(/C=C/c2nc(C#N)c(N3CCN(Cc4ccccc4)CC3)o2)cc1
-23% | 36 | N#C/C(=C/c1ccsc1)c1ccc2ccccc2n1
-38% | 5 | O=C(Nc1ccccc1C(=O)NCc1ccccc1)c1ccccn1
u | 2 | Cc1ccc2[nH]c(C(=O)N(Cc3ccc(C)o3)C3CC3)cc2c1
-1% | -4 | COc1ccc(NC(=O)c2nc3ccccc3nc2N2CCN(C)CC2)cc1Cl
27% | -18 | O=C(O)C1CCN(C(=O)c2cc(-c3ccccc3)nc3ccccc23)CC1
u | 6 | CCc1ccc(-c2nc3cc(NC(=O)c4cccnc4)ccc3o2)cc1
-40% | 0 | O=C(/C=C/c1cccc(C(F)(F)F)c1)Nc1ccc(F)c(F)c1F

12-LOX inh | LDHA inh | structure
0% | 2 | Brc1cccc(-c2nc3c4ccccc4ccn3c2CC2CCCCC2)c1
-8% | -4 | NC(c1ccccc1)c1csc(NC(=O)NCCc2ccccc2)n1 (configuration not stated)
-3% | 2 | CC(C)NC(=O)CN(C)Cc1cccc2cccnc12
-1% | 1 | Nc1ccc(OCC(F)F)c(Cl)c1
3% | -10 | O=C(OCc1ncc(-c2ccccc2)o1)c1cncc(Br)c1
7% | 9 | COc1cc(C#N)ccc1OCc1ccc(Br)cc1F
18% | 4 | CN(CCNC(=O)c1nn(C)c2c1COc1ccccc1-2)C1CCCCC1
-16% | -10 | O=C(NC1CCCCC1)C(c1ccc(C(F)(F)F)cc1)n1c(=O)c(-c2ccccc2)nc2ccccc21 (configuration not stated)
34% | -7 | Cc1cccc2c(=O)n(CC(=O)Nc3ccc4oc(C(C)C)nc4c3)cnc12
13% | -3 | CC1CCN(C(=O)COc2ncnc3ccc(Br)cc23)CC1
-1% | 4 | O=C(CSc1nc2ccccc2c(=O)n1-c1ccc(F)cc1F)NC(=O)NC1CCCC1
7% | 9 | Cc1ccccc1CN(C)C(=O)Cn1cnc2c1c(=O)n(C)c(=O)n2C
-5% | 8 | O=C(Nc1ccc(I)cc1)C1CC2CCC1C2 (configuration not stated)
29% | 3 | COc1ccc(-c2cc3ccc(OCC(=O)OC(C)C)cc3oc2=O)cc1OC
-83% | -2 | COc1ccc(-c2nc(CSCC(=O)NCc3ccccc3)c(C)o2)cc1OC

12-LOX inh | LDHA inh | structure
u | 1 | Cc1ccc(-c2nc(S(=O)(=O)c3ccc(F)cc3)c(N(C)C)o2)cc1
u | -9 | Cn1c(O)c(C2=Nc3ccccc3SC(c3cccc(O)c3)C2)c(=O)[nH]c1=O (configuration not stated)
-4% | -4 | CC(=O)Nc1cccc(-c2ccnc3c2CC(C(=O)NCCc2ccccc2)O3)c1 (configuration not stated)
-46% | -1 | CCCCC(CC)CNC(=O)CCC(=O)NC1CCCCCCCCCCC1 (configuration not stated)
u | -1 | O=C(COc1ccccc1Cl)N1CCC(c2ccccc2)=N1
u | -6 | CCCc1nc2ccc(Cl)cn2c1Cc1cccc(Cl)c1
11% | -10 | O=c1[nH]nc(SCc2ncc(-c3ccccc3)o2)n1CCc1ccccc1
-31% | 8 | Cc1csc(NC(=O)Cc2csc(-c3ccccc3Cl)n2)n1
20% | 2 | COc1cccc(-c2ccc(=O)n(CC(=O)Nc3cc(Cl)c(OC)cc3OC)n2)c1
-1% | -15 | CCCS(=O)(=O)NC(=O)C1(C)CCN(C(=O)COc2ccccc2)C1 (configuration not stated)
9% | -2 | Cc1ccc(C2=[N+]([O-])C3(CCCC/C3=N\O)N(O)C2(C)C)o1 (configuration not stated)
-3% | -6 | O=S1(=O)CC(N2CCN(CCO)CC2)CN1C1CCCCC1 (configuration not stated)
8% | 0 | COCCCn1c(C)cc(C(=O)COC(=O)Cc2nn(C)c(=O)c3ccccc23)c1C
-21% | 1 | CCCN(CCC)C(=O)COc1ccc2c(C)cc(=O)oc2c1
-2% | -5 | CC1CCCCN1C(=O)CSc1nc2ccccc2c(=O)[nH]1 (configuration not stated)

# 2 successive records from above:
12-LOX inh | LDHA inh | structure
u | 1 | Cc1ccc(-c2nc(S(=O)(=O)c3ccc(F)cc3)c(N(C)C)o2)cc1
u | -9 | Cn1c(O)c(C2=Nc3ccccc3SC(c3cccc(O)c3)C2)c(=O)[nH]c1=O (configuration not stated)

# Next part.
12-LOX inh | LDHA inh | structure
-9% | -6 | CCCS(=O)(=O)NC(=O)C1(C)CCN(C(=O)c2cccc(OC(F)(F)F)c2)C1 (configuration not stated)
-23% | -9 | Cc1cc2ccccc2n1CC(=O)NC1CCN(C(C)(C)C)CC1
15% | 3 | COc1ccc(-c2nnc(SCc3nc4ccccc4o3)o2)c(OC)c1
-10% | -5 | CCCCCNC(=O)C1C(=O)Nc2ccccc2C(=O)N1c1ccc(OC)cc1 (configuration not stated)
-1% | -3 | O=C(NCC(F)(F)F)c1cc2c(c(-c3cccc(-c4ccccc4F)c3)n1)[C@H](CCO)N(C(=O)CC1CC1)C2
u | -1 | COc1ccc2[nH]c(C)c(C(=O)CN3CCCC(C)C3)c2c1 (configuration not stated)
6% | 1 | CCC1CCc2c(sc(NC(=O)c3ccc(C)cc3)c2C#N)C1 (configuration not stated)
9% | -7 | CC(=O)NC(c1cccc(F)c1)c1nc(/C=C/c2ccccc2)cs1 (configuration not stated)
29% | -1 | CCN(CC)C(=O)COc1cc2oc(=O)cc(C)c2cc1Cl
-2% | -1 | COC(=O)c1cccc(COC(=O)c2cc(C(C)=O)c[nH]2)c1
0%&7% | -5 | COc1ccccc1C1=NOC(C(=O)NC(C)C)C1 (configuration not stated)
4% | 1 | Cc1csc(=NC(C)C)n1/N=C/C(C)c1ccccc1 (configuration not stated)
-3% | 0 | COc1cc(/C=C/C(=O)Oc2ccc(-c3ccc(C)cc3)cc2)ccc1OCC#N
12% | -5 | CCCCc1ccc(-c2csc(-c3nc(-c4ccc(C)cc4)c(C)s3)n2)cc1
-5% | -4 | CN(CCc1noc(COc2cccc(C(F)(F)F)c2)n1)C(=O)c1cccc(Cl)c1
u | 3 | CN(C)C(=O)c1cccc(-c2cnc3c(NC=O)cc(-c4ccccc4N(C)C)cn23)c1
-26% | 13 | Cc1ccc(NC(=O)COc2c(CO)cc(F)cc2CO)cc1
